Source: PubChem BioAssay
CTSL1 counter: cathepsin L1 inhibition, PFM18AAP counter-screen. recombinant F. hepatica cathepsin L1, Z-Leu-Arg-MCA fluorescence. inhibition, % at 5.96 µM. 300,000 compounds, 0.49% hits. AID 1906;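 active = inhibition above the mean of all tested compounds plus 3 SD, set per screening campaign, cut at about 17% in these data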;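 note: 0% = plate median of test compound wells and 100% = 1 µM Z-Phe-Ala-diazomethylketone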
JMJD2C inh: human JMJD2C demethylase inhibition. Q9H3R0. GST-JMJD2C(1-420) H3K9me3 demethylation, DELFIA europium. inhibition, % at 2.35 µM. 330,000 compounds, 0.069% hits. AID 2099;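 active = more than half of a compound's replicate wells show inhibition beyond 50%, single wells judged on their own value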;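 note: signal counts dimethyl H3K9 product captured on neutravidin plate; 0% = median of DMSO wells and 100% = 0.3 times that DMSO median; strong numbers were not always called active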
Target sequence (Q9H3R0 1-420 limits assumed): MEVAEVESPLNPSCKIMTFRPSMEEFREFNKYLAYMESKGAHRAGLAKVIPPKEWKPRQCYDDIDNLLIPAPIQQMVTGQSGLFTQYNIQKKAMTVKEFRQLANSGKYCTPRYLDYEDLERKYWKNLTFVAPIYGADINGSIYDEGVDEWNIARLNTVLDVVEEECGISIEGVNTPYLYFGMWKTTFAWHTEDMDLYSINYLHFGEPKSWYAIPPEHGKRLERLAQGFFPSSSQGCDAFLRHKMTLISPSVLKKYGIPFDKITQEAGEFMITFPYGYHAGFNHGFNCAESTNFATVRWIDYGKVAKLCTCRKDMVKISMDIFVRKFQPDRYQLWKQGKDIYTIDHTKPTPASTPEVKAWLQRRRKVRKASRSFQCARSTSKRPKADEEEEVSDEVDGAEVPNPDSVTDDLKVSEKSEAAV
VLA-4 inh: inhibition in a human VLA-4 binding assay | AID 2557 | VLA-4 expressing cells, ligand binding flow cytometry | 330,000 compounds, 0.2% hits | P13612 | inhibition, % (about 7 µM as worked out from the volumes in the protocol); in the data active = inhibition above about 50%
HCV core dimer: HCV core protein dimerization inhibition | TR-FRET GST/Flag-core106 dimerization, 1536-well | inhibition, % at 5 µM | 300,000 compounds, 0.33% hits | AID 1899;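 active = inhibition above the mean of all tested compounds plus 3 SD, set per screening campaign, cut at about 45% in these data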
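Material: Tagged HCV core106 pair (GST and Flag) | Amount: GST-core106 13.5 nM, Flag-core106 17 nM | Medium: KF-containing HEPES buffer, pH 7.45, DTT, CHAPS, BSA | Reagent: Eu donor and XL665 acceptor anti-tag antibodies | Schedule: 4 h at 22.5 °C | Technique: Time-resolved FRET, ex 340 nm, em 617 and 671 nm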
PP1 counter: counter-screen for PP5 inhibitors: inhibitors of human PP1-alpha | purified PP1alpha, OMFP fluorescence | inhibition, % at 6.7 µM | 320,000 compounds, 0.9% hits | AID 2235;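 active = inhibition above the mean inhibition of all tested compounds plus 3 SD, computed separately for each screening campaign, cut at about 15% in these data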
Target sequence (P62136 whole entry, looked up): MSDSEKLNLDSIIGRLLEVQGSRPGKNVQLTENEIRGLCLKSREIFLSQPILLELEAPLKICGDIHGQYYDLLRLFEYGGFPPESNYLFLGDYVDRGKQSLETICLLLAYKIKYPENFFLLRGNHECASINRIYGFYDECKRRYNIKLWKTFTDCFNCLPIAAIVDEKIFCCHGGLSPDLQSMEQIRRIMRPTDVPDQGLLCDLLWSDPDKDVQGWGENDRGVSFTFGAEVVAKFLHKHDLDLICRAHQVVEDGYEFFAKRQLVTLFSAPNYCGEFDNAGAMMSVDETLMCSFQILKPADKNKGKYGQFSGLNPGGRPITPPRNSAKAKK
procasp3 activ: activates human procaspase-3 | recombinant procaspase-3 D3A, Ac-DEVD-pNA absorbance 405 nm | P42574 | 330,000 compounds, 0.11% hits | activation, % at 8.5 µM;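 active = activation above the mean of all tested compounds plus 3 SD, cut at about 21% in these data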;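 note: 0% = DMSO alone and 100% = DMSO wells spiked with extra 5 µM PC-3 D3A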
Target sequence (P42574 whole entry D9A/D28A/D175A): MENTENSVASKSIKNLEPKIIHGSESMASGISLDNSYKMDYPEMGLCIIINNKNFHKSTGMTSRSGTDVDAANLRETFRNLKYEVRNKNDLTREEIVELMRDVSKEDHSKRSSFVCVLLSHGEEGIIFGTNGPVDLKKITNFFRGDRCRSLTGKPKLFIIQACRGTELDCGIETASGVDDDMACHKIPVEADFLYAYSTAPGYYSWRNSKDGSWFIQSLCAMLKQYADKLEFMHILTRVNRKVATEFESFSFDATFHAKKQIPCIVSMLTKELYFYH
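Evaluation: percent activation relative to control range; Material: Procaspase-3 D3A mutant, all three cleavage aspartates alanine; Compound: single dose, 8.5 µM nominal compound, 0.8% DMSO; Replication: one well per compound; Signal: absorbance at 405 nm, 0 and 120 min; Schedule: 1 h preincubation plus 2 h reaction at 25 °C.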
procasp7 counter: counter-screen for procaspase-3 activators: activators of human procaspase-7. recombinant procaspase-7, Ac-DEVD-pNA absorbance 405 nm; D23A/D198A/D206A triple mutant, cannot self-cleave; scale: DMSO 0, 5 µM enzyme 100. activation, % at 8.5 µM. 330,000 compounds, 0.093% hits;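 active = percent activation above the screen-wide mean plus 3 SD, cut at about 25% in these data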
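buffer or medium = Zinc-free HEPES/NaCl buffer, pH 7.4 | material = Procaspase-7 triple mutant (PC-7 D3A) | input = 2 µM procaspase-7 mutant as dispensed | signal = Epi-absorbance of released pNA at 405 nm, two timepoints | timing = 1 h preincubation, 2 h reaction | replicates = singlicate compound testing | evaluation = % activation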
PP5 primary: PP5 (human) phosphatase inhibition; P53041; purified PP5c, OMFP substrate fluorescence; inhibition, % at 6.7 µM; 320,000 compounds, 0.18% hits; AID 1987;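 active = inhibition above the campaign's mean inhibition across all tested compounds plus 3 SD, cut at about 9.5% in these data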;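 note: 0% = DMSO only and 100% = 100 µM cantharidin control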
GRK2 aptamer HTS: blocks RNA aptamer binding to human GRK2 | P25098 | bead flow cytometry, FAM-aptamer displacement from GRK2 | inhibition of aptamer binding, % at 10 µM | 330,000 compounds, 0.59% hits;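 active = inhibition of aptamer binding above 40%, roughly 3 SD of noise, on plates passing a quality check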;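 note: median bead fluorescence of bound FAM aptamer so fluorescent compounds give negative values; no value below 0 was filed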
Numbers without * were called inactive; · = no result given.

SMILES	CTSL1 counter	JMJD2C inh	VLA-4 inh	HCV core dimer	PP1 counter	procasp3 activ	procasp7 counter	PP5 primary	GRK2 aptamer HTS
CC(C)=C1SC(N2CCN(c3cccc(C)c3)CC2)=NC1=O	-1.6	9.4	-3.0	0.9	-2.1	3.5	3.8	-3.1	0.0
CC(=O)NS(=O)(=O)c1ccc(NC(=O)NC2CCCCC2)cc1	-3.4	3.2	-5.0	0.3	-1.4	2.5	-5.5	-0.2	3.0
Cc1cccc(NC(=O)CCC(=O)N/N=C/c2cccnc2)c1	-1.5	6.3	4.7	-3.6	-2.1	5.1	1.3	2.0	6.0
O=[N+]([O-])c1ccccc1S(=O)(=O)N1CCN(c2ccccc2)CC1	0.6	-4.2	0.0	1.7	0.5	-4.3	-1.4	0.1	1.0
Cc1ccc(CC(=O)Nc2ccc(F)c([N+](=O)[O-])c2)cc1	-1.8	-2.4	-4.8	-10.5	5.8	-3.4	-8.3	6.7	0.0
OCCN1CCN(CC(O)COC(c2ccc(F)cc2)c2ccc(F)cc2)CC1 (stereo not drawn)	0.2	-8.8	9.0	5.7	-1.2	9.6	13.5	0.5	0.0
CCC(=O)Nc1ccc(/C(C)=N/NC(=O)c2c(Br)c(C)nn2C)cc1	0.0	5.9	-1.4	-6.5	-1.0	5.1	1.2	1.5	0.0
c1ccc2c(c1)OCCOCCOCCOCCOCCOc1ccccc1OCCOCCOCCO2	0.1	-5.8	-10.4	-2.8	-1.3	6.3	7.5	-0.4	0.0
O=C(Cc1ccc(NC2=NC3CS(=O)(=O)CC3S2)cc1)NCc1ccccc1Cl (stereo not drawn)	0.9	20.6	33.5	-11.2	0.8	0.2	-3.8	3.4	1.0
CC(C)OC(=O)c1nn2c(C(F)(F)F)cc(-c3ccco3)nc2c1Cl	2.2	13.7	10.2	4.4	-2.3	1.6	7.1	1.6	2.0
CC(NC(=O)/C=C/c1ccccc1)c1ccccc1 (stereo not drawn)	-1.8	3.4	1.9	-6.9	-1.1	2.1	6.2	-0.4	1.0
O=C1CC(NCc2ccc3c(c2)OCO3)C(=O)N1CCc1ccccc1 (stereo not drawn)	-3.0	-4.2	21.2	-2.7	-1.9	-15.9	-30.1	3.2	3.0
CCCNC(=O)NNC(=O)c1ccc(F)cc1	-1.9	0.5	4.9	1.6	-5.0	2.4	11.2	-1.7	0.0
CC(C)(c1ccccc1)c1ccc(OCCN2CCOCC2)cc1	1.3	-8.1	5.5	4.8	-3.5	2.0	-10.4	-0.2	0.0
COc1ccc(S(=O)(=O)N2CCOCC2)cc1NC(=O)COC(=O)C1CCC1	·	8.1	19.3	·	-0.8	4.8	0.6	1.4	3.0
COC(=O)[C@H](CCSC)NC(=O)c1cc2c(cn1)[nH]c1ccccc12	-2.7	4.1	-1.0	7.1	1.1	-5.5	-11.0	0.9	0.0
COCCN(C(=O)c1snc(C(N)=O)c1N)C(C(=O)NC1CCCCC1)c1cc(OC)c(OC)c(OC)c1 (stereo not drawn)	-1.4	3.8	1.7	3.8	-8.2	9.9	-5.2	0.6	0.0
O=C(O)CC1=C(Nc2ccccc2)C(=O)N(c2ccccc2)C1c1ccc(Cl)cc1 (stereo not drawn)	0.1	-2.7	3.6	5.9	0.6	0.4	-6.4	0.8	0.0
O=C(O)c1ccc(CSc2nnc(-c3ccccc3)n2-c2ccccc2)cc1	1.9	6.9	14.8	4.3	-4.3	4.1	2.4	-1.5	1.0
CC(CN1CCOCC1)OC(=O)c1ccc(Br)cc1 (stereo not drawn)	-4.9	13.5	-5.6	-1.8	-2.0	-0.5	-8.7	0.6	0.0

Single records (already shown). Order of values: CTSL1 counter, JMJD2C inh, VLA-4 inh, HCV core dimer, PP1 counter, procasp3 activ, procasp7 counter, PP5 primary, GRK2 aptamer HTS
Shown for CCC(=O)Nc1ccc(/C(C)=N/NC(=O)c2c(Br)c(C)nn2C)cc1 : 0.0, 5.9, -1.4, -6.5, -1.0, 5.1, 1.2, 1.5, 0.0
Shown for O=[N+]([O-])c1ccccc1S(=O)(=O)N1CCN(c2ccccc2)CC1 : 0.6, -4.2, 0.0, 1.7, 0.5, -4.3, -1.4, 0.1, 1.0
Shown for CC(=O)NS(=O)(=O)c1ccc(NC(=O)NC2CCCCC2)cc1 : -3.4, 3.2, -5.0, 0.3, -1.4, 2.5, -5.5, -0.2, 3.0
Shown for Cc1cccc(NC(=O)CCC(=O)N/N=C/c2cccnc2)c1 : -1.5, 6.3, 4.7, -3.6, -2.1, 5.1, 1.3, 2.0, 6.0
Shown for CC(C)=C1SC(N2CCN(c3cccc(C)c3)CC2)=NC1=O : -1.6, 9.4, -3.0, 0.9, -2.1, 3.5, 3.8, -3.1, 0.0

Additional entries
SMILES	CTSL1 counter	JMJD2C inh	VLA-4 inh	HCV core dimer	PP1 counter	procasp3 activ	procasp7 counter	PP5 primary	GRK2 aptamer HTS
N#CCCn1cc(/C=N/O)c(-c2ccccc2)n1	-0.5	3.6	7.9	0.7	0.3	5.7	6.8	0.5	1.0
COc1ccc(CCNc2nc(C)nc3c2nnn3Cc2ccccc2)cc1	1.6	5.3	-0.3	12.3	-2.0	4.7	1.4	1.5	0.0
Cc1ccc2c(c1)N(CC(=O)NCc1ccco1)C(=O)C(C(C)C)O2 (stereo not drawn)	-2.1	-6.3	-5.6	4.9	1.8	7.7	4.6	1.9	0.0
Cc1cc(C)cc(Oc2ncnc3c2ncn3Cc2c(Cl)cccc2Cl)c1	-1.2	-5.3	-0.7	11.1	-8.3	-1.2	-11.0	2.9	0.0
CCOC(=O)c1ccccc1NC(=O)C1CC(=O)N(c2ccccc2)C1 (stereo not drawn)	-2.1	-8.4	-7.1	-2.3	-1.9	1.3	-3.3	-0.5	0.0
CCc1ccc(OC(C)C(=O)N(Cc2ccco2)C2CCS(=O)(=O)C2)cc1 (stereo not drawn)	2.6	-3.7	-13.7	-15.1	-0.1	-1.0	5.5	-1.8	1.0
O=C(Nc1ncc2c(n1)CC(c1ccco1)CC2=O)c1ccc(Cl)cc1 (stereo not drawn)	-2.7	1.8	17.0	16.9	0.7	-3.5	9.3	1.7	1.0
CCOC(=O)N1CCN(C(=O)C(C)SCc2ccccc2)CC1 (stereo not drawn)	-1.5	-4.2	9.5	-6.5	6.8	-2.1	3.1	-0.1	12.0
O=C(Nc1ccc(F)cc1)C(Sc1nc2ccccc2[nH]1)c1ccccc1 (stereo not drawn)	-2.3	1.1	2.0	-8.7	-7.7	-1.2	-16.5	5.2	0.0
CCOc1ccc(C(C)=O)cc1Cn1nc(C(=O)O)c2ccccc2c1=O	-0.9	-10.2	-3.2	12.6	5.8	5.3	-13.1	2.9	0.0
CCc1ccc(-c2cc(C(=O)NN3CCN(C)CC3)c3ccccc3n2)cc1	1.9	-1.1	1.3	-12.3	4.5	5.4	1.0	-1.1	0.0
Cc1[nH]c(-c2ccccn2)nc(=S)c1Cl	-5.4	2.4	-5.7	-5.8	1.3	-1.8	6.3	-0.2	0.0
Cc1ccc2[nH]c(=O)c(C(c3nnnn3C3CCCC3)N3CCCc4ccccc43)cc2c1 (stereo not drawn)	-3.1	-10.0	-6.3	15.2	2.4	-2.6	-13.4	0.7	0.0
Cc1c(C(=O)N2CCOCC2)oc2ccccc12	·	1.4	7.3	·	-2.5	2.8	3.5	5.0	3.0
CCCCCC(=O)NC(=S)Nc1ccc(Cl)cn1	2.3	-0.5	13.2	5.1	-0.6	8.8	11.3	-0.3	4.0
Cc1cc(C)cc(C(=O)NC2CC(C)(C)NC(C)(C)C2)c1	2.8	5.2	3.2	9.2	-1.5	14.2	1.5	-2.7	2.0
COCCn1c(=NC(=O)CSC(C)=O)sc2cc(F)ccc21	-14.6	-2.9	0.0	12.6	-2.5	5.5	6.3	1.0	2.0
COc1ccc(S(=O)(=O)N2CCN(C(=O)C3CC3)CC2)cc1	3.0	-5.4	7.7	-10.2	0.9	-1.1	-0.7	0.9	2.0
Fc1ccc(C2=Nn3c(nnc3-c3ccco3)SC2)cc1	-0.9	-21.9	18.3	-2.9	-0.3	-12.5	13.1	2.4	0.0
O=C(c1sccc1Cl)N1CCN(Cc2ccc3c(c2)OCO3)CC1	4.4	9.7	7.5	-0.9	0.2	1.4	2.6	0.5	0.0
CC(=O)Nc1ccc(/C=N/N2C(C)CCCC2C)cc1 (stereo not drawn)	-7.4	-8.3	15.6	-3.5	-1.8	-6.2	2.5	-0.8	1.0
Clc1ccc(/C=N\Nc2ccccc2)cc1	-0.1	-3.2	4.7	-1.2	-1.0	0.1	-4.0	1.2	5.0
Cc1onc(-c2ccccc2Cl)c1C(=O)NCc1ccccc1F	4.1	-30.7	8.3	-8.7	0.2	-6.1	1.0	1.6	0.0
CC(C)c1nnc(NC(=O)CN2C(=O)c3ccccc3C2=O)s1	-2.1	-6.4	-0.3	-3.8	2.5	3.8	3.7	2.0	0.0
COC(=O)c1sccc1-c1ccc(C(=O)Nc2ccccc2)o1	3.7	11.4	-3.9	0.2	-6.7	-2.1	-10.6	4.0	3.0
CCOc1cc2c(cc1C(C)(C)C)NC(=O)CS2	5.1	1.4	11.7	-4.5	1.9	-5.6	3.5	5.2	2.0
CCC(=O)N1Cc2ccccc2-c2ccccc2C1=O	1.3	6.1	3.4	3.4	0.5	-2.3	5.9	0.2	1.0
CCOC(=O)CNC(=O)CSc1ncnc2c1cnn2-c1ccc(Cl)cc1	1.3	-0.7	20.6	5.0	-0.9	0.5	5.2	1.8	0.0
Cc1ccc(COc2ccc(S(=O)(=O)N3CCCC3)cc2C(N)=O)cc1	0.6	7.1	-12.0	-11.4	2.6	2.1	-7.5	-0.6	0.0
Cc1ccc(C(=O)CCC(=O)OCC(=O)N(CC(C)C)c2c(N)n(Cc3ccccc3)c(=O)[nH]c2=O)cc1	-37.7	7.5	25.3	1.3	-4.9	-2.4	0.9	1.6	0.0
Cc1ccc(C)c(NC(=S)Nc2cccnc2)c1	-0.1	4.2	-3.1	2.9	6.4	-8.6	-10.8	-0.2	0.0
COc1cccc(CN(C)Cc2nc3cc(C(F)(F)F)ccc3c(=O)[nH]2)c1	0.8	-11.2	-3.0	5.5	-4.0	-1.2	-4.0	1.4	1.0
CS(=O)(=O)N1CCN(C(=O)Cc2ccccc2Cl)CC1	1.6	2.8	12.0	-3.3	4.0	-8.7	-5.6	1.8	0.0
Cn1cc([N+](=O)[O-])c(C(=O)NNC(=O)c2ccc([N+](=O)[O-])cc2)n1	4.2	-5.3	-1.4	-0.6	-3.7	-3.5	2.5	-1.4	0.0
Cn1c2ccccc2c2nnc(NN)nc21	-1.1	1.7	-7.1	10.1	-1.0	-7.1	-3.8	2.8	1.0
CCc1cccc2c(C#N)cn(CC(=O)NCc3ccco3)c12	-4.3	-0.8	-6.1	9.7	-2.2	3.5	-3.3	2.5	3.0
